CSN deneddyl inh = inhibitors of CSN-mediated cullin deneddylation, primary screen, biochemical, fluorescence polarization, uHTS; Purified CSN, SCF-Nedd8-OG deneddylation; 360,000 tested, 0.38% active; AID 651999, 2013; inhibition, % at 12.5 µM;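 active = pattern-corrected inhibition above about 35%, with an unprinted fluorescence ratio check between 0.5 and 1.5, limit read from the data, passing the limit was not always enough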;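 also: 0% = enzyme with substrate and 100% = substrate without enzyme; some results filed as inactive read as strong as hits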
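Material: purified human Csn5 enzyme expressed in HEK293T cells / Medium: Tris buffer pH 7.5, NaCl, DTT, Tween-20, trehalose, ovalbumin / Compound dosing: 12.5 µM single point / Schedule: 90 min incubation of compound, enzyme and substrate at room temperature / Signal: fluorescence polarization of the substrate / Control set: no-enzyme wells high, enzyme-with-substrate wells low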
Rin1 Abl inh = inhibitors of Rin1-Abl protein binding, primary screen, biochemical, TR-FRET; Tyrosine-protein kinase ABL1 (Homo sapiens) + Ras and Rab interactor 1 (Homo sapiens), …; inhibition, % at 7.35 µM; 360,000 tested, 0.4% active; AID 588664, 2011; in the data active = inhibition above about 5%, passing the limit was not always enough
NadD inh = inhibitors of S. aureus NadD, primary screen, biochemical, colorimetric, uHTS; 360,000 tested, 0.78% active; purified NadD enzyme, colorimetric absorbance read-out; inhibition, % at 20 µM; in the data active = inhibition above about 26%; also: some compounds past the cut are filed as inactive
Rpn11 inh = Rpn11 (PSMD14) deubiquitinase inhibitors, primary screen, biochemical, fluorescence polarization, uHTS; 26S proteasome non-ATPase regulatory subunit 14 (Homo sapiens), O00487; human 26S proteasome, Ub4-pepOG fluorescence polarization; 20S core pre-blocked with epoxomicin; calls only at 20 µM; 360,000 tested, 0.59% active; AID 588493, 2011;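 active = inhibition at 20 µM, scaled to each plate's controls, above about 33%, limit read from the data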
Target sequence (O00487 whole entry, looked up): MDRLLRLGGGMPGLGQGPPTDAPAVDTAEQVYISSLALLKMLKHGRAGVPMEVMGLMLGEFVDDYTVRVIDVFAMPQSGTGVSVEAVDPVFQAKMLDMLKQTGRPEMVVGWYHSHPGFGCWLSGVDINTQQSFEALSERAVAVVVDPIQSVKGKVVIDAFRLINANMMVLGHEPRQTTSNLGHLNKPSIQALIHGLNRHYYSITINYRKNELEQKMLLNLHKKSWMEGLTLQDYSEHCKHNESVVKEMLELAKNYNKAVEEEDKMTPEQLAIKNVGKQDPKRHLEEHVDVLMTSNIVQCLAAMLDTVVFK
FAS TE block = FAS thioesterase domain inhibitors, primary screen, biochemical, fluorescence intensity, uHTS. recombinant FAS-TE, OMFH fluorogenic substrate, fluorescence endpoint. inhibition, % at 15 µM. 360,000 tested, 0.67% active. AID 602261, 2012;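 active = compounds whose normalised, plate-corrected inhibition of enzyme fluorescence in the single-dose primary screen is 50% or more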;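 also: 0% = DMSO with enzyme and 100% = substrate without enzyme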
MT1-MMP act inh = blockers of MT1-MMP proenzyme processing, primary screen, HT1080 RFP-PRO-GFP cells, GFP/RFP fluorescence; GFP/RFP ratio fluorescence, overnight; percent of plate control window, DMSO zero; GFP/RFP ratio change, % at 20 µM; 360,000 tested, 0.061% active; AID 651647, 2012;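 active = GFP/RFP ratio change of at least 30% with cell ATP level not reduced by more than half and red fluorescence within 50% of control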; also: strong numbers were not always called active
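Compound: 20 µM single dose, 1% DMSO / System: HT1080 RFP-PRO-GFP cells / Controls: DMSO and RFP-L50D-GFP cell wells / Read-out basis: GFP/RFP fluorescence ratio / Schedule: overnight compound exposure at 37 °C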
Neddyl block = inhibitors of cullin neddylation, primary screen, biochemical, TR-FRET, uHTS, NAE and Ubc12; NEDD8-conjugating enzyme Ubc12 (Homo sapiens) + NEDD8-activating enzyme E1 regulatory …; calls only at 25 µM; 360,000 tested, 0.58% active; in the data active = inhibition above about 36%
Target sequence (P61081 whole entry, looked up): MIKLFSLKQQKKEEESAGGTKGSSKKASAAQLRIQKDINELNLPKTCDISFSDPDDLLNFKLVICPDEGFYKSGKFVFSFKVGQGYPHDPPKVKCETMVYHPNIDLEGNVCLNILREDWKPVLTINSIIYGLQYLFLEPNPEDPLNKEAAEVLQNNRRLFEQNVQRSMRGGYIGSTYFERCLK
Target sequence (Q13564 whole entry, looked up): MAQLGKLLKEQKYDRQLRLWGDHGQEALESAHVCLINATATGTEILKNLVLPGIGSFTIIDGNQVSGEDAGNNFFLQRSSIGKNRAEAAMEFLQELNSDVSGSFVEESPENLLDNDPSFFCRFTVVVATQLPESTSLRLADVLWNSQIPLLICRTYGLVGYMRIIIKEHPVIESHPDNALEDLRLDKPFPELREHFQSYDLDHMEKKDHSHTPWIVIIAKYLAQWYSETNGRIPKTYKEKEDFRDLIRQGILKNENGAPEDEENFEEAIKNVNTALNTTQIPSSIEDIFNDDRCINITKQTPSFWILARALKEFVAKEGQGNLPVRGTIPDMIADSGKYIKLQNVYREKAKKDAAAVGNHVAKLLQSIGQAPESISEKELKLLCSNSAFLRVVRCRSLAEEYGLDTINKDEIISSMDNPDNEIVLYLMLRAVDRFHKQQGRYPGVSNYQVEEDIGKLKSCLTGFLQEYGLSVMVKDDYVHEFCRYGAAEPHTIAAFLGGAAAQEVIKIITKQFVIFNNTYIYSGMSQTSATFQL
SKN-1 inh = suppressors of acrylamide-induced Pgst-4::GFP reporter in worms, primary screen, SKN-1 inhibitor project, whole organism, uHTS, GFP/RFP fluorescence ratio, strain VP596 | C. elegans VP596 Pgst-4::GFP/RFP ratio, 24 h | inhibition, % at 21.8 µM | 360,000 tested, 0.49% active | AID 624304, 2012;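 active = interference check ratio from 0.5 to 1.5 plus GFP to RFP signal ratio inhibition reaching or exceeding a fixed threshold, cut at about 30% in these data, passing the limit was not always enough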; also: some compounds called inactive have numbers as strong as hits
MLLE-PAM2 inh = inhibitors of PABP1 MLLE–PAM2 peptide binding, primary screen, biochemical, fluorescence polarization, FITC-PAM2, GST-MLLE | inhibition, % at 20 µM | 360,000 tested, 0.36% active; in the data active = inhibition above about 35%, passing the limit was not always enough;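 also: plate controls were DMSO wells with GST-MLLE for no effect and wells lacking GST-MLLE protein for full effect; some results filed as inactive read as strong as hits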
Starred values were filed as active, the others as inactive; i = inactive; · = no result given.

SMILES | CSN deneddyl inh | Rin1 Abl inh | SKN-1 inh | Rpn11 inh | MT1-MMP act inh | Neddyl block | NadD inh | FAS TE block | MLLE-PAM2 inh
O=C1Oc2ccccc2C(=O)/C1=C/N1CCN(c2ccccc2F)CC1 | -3 | 1 | -28 | i | -29 | i | -3 | -3 | -1
O=c1[nH]nc(N2CCOCC2)c(=O)[nH]1 | 6 | -3 | 1 | i | -2 | i | 0 | -6 | -1
CC(=O)c1ccc2c(c1)OCCOCCOCCO2 | -1 | -2 | 2 | i | 2 | i | 2 | -4 | 6
NC(=O)C1CCN(C(=O)C2CC(=O)N(Cc3ccccc3)C2)CC1 (centres undefined) | -3 | 2 | -10 | i | -1 | i | 1 | -5 | -8
C#CCOCCOCCOCCNc1nc(N2CCN(C(=O)[C@H]([C@@H](C)O)n3cc(CCCCN)nn3)CC2)nc(N2CCN(C(=O)[C@H]([C@@H](C)CC)n3cc(CCCN=C(N)N)nn3)CC2)n1 | 2 | -1 | -1 | i | 0 | i | -3 | -14 | 0
CC[C@H](C)[C@@H]1NC(=O)c2cc([N+](=O)[O-])cc(F)c2NCCCC[C@@H](C(N)=O)NC(=O)[C@H](CCCCN)NC1=O | 3 | 0 | -4 | i | -2 | i | -4 | -44 | -4
CCCn1cc([C@@H]2C[C@H]3CN(Cc4cccc(Cl)c4)C(=O)[C@]34CCCN24)c(C)n1 | 3 | 2 | 5 | i | -1 | i | -5 | -3 | 3
O=C(NCCCn1ccnc1)c1cccc(S(=O)(=O)N2CCCCCC2)c1 | 0 | 1 | 12 | i | 6 | i | -7 | -10 | -18
O=C(c1cnn2ccccc12)N1CCCc2ccccc21 | 0 | 0 | -12 | i | 3 | i | 1 | -9 | -5
Cc1ccc(C(CNC(=O)Nc2ccc(Cl)cc2)N2CCN(C)CC2)cc1 (centres undefined) | -2 | 3 | 5 | i | -5 | i | -12 | 4 | -5
COc1cc(/C=N\NC(=O)c2ccc(C)nc2)ccc1OC(=O)c1ccco1 | 3 | 0 | 5 | i | -2 | i | 4 | -11 | 9
Cn1c(CN2CCN(c3ccc(Cl)cc3)CC2)nc2ccccc21 | 0 | 5 | 6 | i | 2 | i | -4 | 3 | 8
Clc1ccc(Cn2ncc3c(N4CCCC4)ncnc32)cc1 | 0 | 2 | -5 | i | 3 | i | 4 | 1 | -14
CN(C(=O)c1ccc(NC(=O)Cc2ccc(NC(=O)C3CCN(C(=O)C4CCCC4)CC3)cc2)cc1)C1CC1 | 2 | 78* | 8 | i | -2 | i | -6 | -6 | 0
O=C(O)CC(CC(=O)N1CCN(C(=O)c2ccco2)CC1)c1ccccc1 (centres undefined) | -4 | 0 | 6 | i | -1 | i | 0 | -3 | 3

A different layout for 2 compounds above:
Below each compound: CSN deneddyl inh	Rin1 Abl inh	SKN-1 inh	Rpn11 inh	MT1-MMP act inh	Neddyl block	NadD inh	FAS TE block	MLLE-PAM2 inh
CC(=O)c1ccc2c(c1)OCCOCCOCCO2
  -1	-2	2	i	2	i	2	-4	6
NC(=O)C1CCN(C(=O)C2CC(=O)N(Cc3ccccc3)C2)CC1 (centres undefined)
  -3	2	-10	i	-1	i	1	-5	-8

Next records follow.
SMILES | CSN deneddyl inh | Rin1 Abl inh | SKN-1 inh | Rpn11 inh | MT1-MMP act inh | Neddyl block | NadD inh | FAS TE block | MLLE-PAM2 inh
Cn1c2ccccc2c2c(C(=O)NCCCN3CCCC3=O)cn(C3CCCCC3)c(=O)c21 | 1 | -6 | 12 | i | -4 | i | 4 | -5 | 4
CC(C)C(=O)NC(=S)Nc1c(Cl)ccc2nsnc12 | 0 | -4 | -4 | i | -2 | i | -5 | -2 | 18
O=Cc1cn(CCOc2ccccc2)c2ccccc12 | -3 | -4 | -13 | i | 6 | i | -6 | 7 | -8
Cc1c(Cl)cccc1NC(=O)CNC(=O)C1CC(=O)N(C2CCCC2)C1 (centres undefined) | 1 | 3 | -10 | i | -2 | i | 3 | -6 | -2
Cc1cc(-c2nc3ccccc3s2)ccc1N | 2 | -1 | 32 | i | -1 | · | 0 | 6 | -8
O=C(O)CCC(=O)N(Cc1ccco1)C1CC(=O)N(c2ccccc2)C1=O (centres undefined) | -1 | -1 | 5 | i | 4 | i | -2 | -8 | -5
COc1cc(C(=O)NCCC(=O)NC2CCCCC2)cc(OC)c1OC | 1 | 4 | 14 | i | -1 | i | 3 | -5 | -3
Cc1ccc(C(=O)N/C(=C\c2ccc(-c3ccccc3[N+](=O)[O-])o2)C(=O)NCCN(C)C)cc1 | 1 | 1 | -3 | i | -12 | i | -1 | 8 | 22
Cc1ccc(OCC(=O)Nc2ccc3c(c2)C(=O)NC3=O)c(C)c1 | 3 | -1 | 2 | i | 1 | i | 2 | -2 | 0
O=C(Nc1ccc(Cl)cc1C(=O)Nc1ccc(Br)cn1)c1ccco1 | 2 | 3 | 9 | i | -11 | i | 0 | 22 | -1
N#CCCN(Cc1cccnc1)S(=O)(=O)c1ccc(S(=O)(=O)NC2CCCCC2)cc1 | 4 | 7 | 1 | i | -4 | i | -5 | -5 | 2
Cc1ccc(C(=O)NCCc2ccc(S(N)(=O)=O)cc2)o1 | -9 | 0 | 5 | i | 5 | i | -3 | -5 | 0
COc1ccc2[nH]c(=O)c(CNc3ccccc3)cc2c1 | -6 | -7 | 0 | i | 1 | i | 14 | -4 | 4
C=C1CC[C@@H]2[C@](C)(CCC[C@@]2(C)/C=C/[C@@H](O)C(C)(C)O)[C@H]1CC(=O)NCCS(=O)(=O)O | -2 | -3 | 8 | i | -1 | i | 1 | -10 | -44
CC1CN(S(=O)(=O)c2cccc(C(=O)Nc3cc(Cl)ccc3N3CCOCC3)c2)CC(C)O1 (centres undefined) | -3 | 2 | 8 | i | -4 | i | -2 | 35 | 1
Cc1cccc(-n2c(C)nc3ccsc3c2=O)c1 | -2 | 0 | 14 | i | -1 | i | 3 | -9 | 12
Cc1cc(C)c2nc3c(c(C(=O)O)c2c1)CCC3 | 8 | 1 | 5 | i | 8 | i | 2 | -6 | 8
Cc1ccc(C)n1-n1cnc2scc(-c3cccs3)c2c1=O | -1 | -4 | 2 | i | 4 | i | 1 | 11 | -2
CCCn1c2ccc(F)cc2c2nnc(SCCN3CCCCC3)nc21 | -4 | -5 | -1 | i | 2 | i | -8 | -2 | 17
NS(=O)(=O)c1ccc(NC(=O)COC(=O)CCC2CCCC2)cc1 | -6 | 1 | -10 | i | 2 | i | -2 | 1 | -3
Cc1ccc(S(=O)(=O)N2CCN(C(=O)CCCOc3cccc(C)c3)CC2)cc1 | -3 | 3 | -15 | i | -2 | i | -1 | 12 | 5
N#CCSc1nc2ccccc2c(=O)n1CCCC(=O)NCC1CCCO1 (centres undefined) | -1 | 0 | -10 | i | -3 | i | -8 | 0 | -2
CC1=C(C(=O)Nc2ccc(CC(=O)NCc3ccc(OC(C)C)cc3)cc2)SCCO1 | -3 | 0 | 4 | i | 7 | i | 6 | 3 | 5
O=C(Nc1ccccc1N1CCN(c2ccc(F)cc2)CC1)c1ccccc1 | -4 | -6 | 21 | i | 1 | i | 9 | 31 | 8
O=C(c1cccc(S(=O)(=O)N2CCOCC2)c1)N1CCOCC1 | -4 | -2 | -19 | i | -1 | i | -5 | -7 | 9
Cc1cc(C(=O)CN2CCCCC2)c(C)n1-c1ccc(F)cc1 | -9 | -2 | 9 | i | -2 | i | -6 | -3 | -5
COCc1ccc(C(=O)N2CCC(CCC(=O)Nc3cccc(C)c3)CC2)s1 | -2 | 2 | 11 | i | 0 | i | -3 | -1 | 11
O=C1CCCCC1(c1ccccc1)c1ccccc1 | -1 | -2 | 5 | i | -2 | i | -6 | 10 | -6
N/C(=N\OC(=O)Cc1ccc(-c2ccccc2)cc1)c1ccccn1 | -2 | 3 | 20 | i | 0 | i | -2 | 11 | 2
COc1cc2ccccc2cc1C(=O)NC1CCC(C)CC1 (centres undefined) | 0 | 1 | 12 | i | 0 | i | -11 | 17 | 12
COc1cc(NC(=O)c2ccc(Br)o2)ccc1NC(=O)c1ccccc1Cl | 5 | 9 | 13 | i | 6 | i | -6 | 13 | 1
Cc1cccc(C)c1NC(=O)C(CCc1ccccc1)n1c(=O)c(-c2ccccc2)nc2ccccc21 (centres undefined) | 6 | · | 17 | · | -25 | i | · | · | ·
O=C(O)C(S)C(S)C(=O)O (centres undefined) | 19 | 0 | -8 | i | 2 | i | 0 | -1 | 35
Cc1ccc(S(=O)(=O)N(C)C)cc1NC(=O)CSc1ccc2c(c1)OCCO2 | -5 | -1 | 4 | i | 2 | i | -5 | 1 | 16
CC1CCCCN1CCCNC(=O)c1ccc(Br)cc1 (centres undefined) | 5 | 1 | 5 | i | -1 | i | -1 | -6 | -22
COc1cc(/C=N/N=C(/N)c2nonc2N)cc(Br)c1OCc1ccccc1C | -5 | 4 | 16 | i | -11 | i | 6 | 27 | -5
Oc1c(Br)cc(Br)cc1/C=N/Nc1ccc(Cl)nn1 | 3 | 1 | 14 | i | 0 | i | 13 | 30 | 2
CN(C)c1nc(-c2ccccc2)ncc1S(=O)(=O)c1ccccc1 | 10 | 1 | -2 | i | -2 | i | -5 | 15 | 11
CC1(C(=O)NS(=O)(=O)c2ccccc2)CCN1C(=O)Cc1cccs1 (centres undefined) | 2 | 2 | -8 | i | 0 | i | -4 | -8 | 4
CCc1ccc(NC(=O)c2ccc3c(c2)C(=O)N(CCOC)C3Nc2ccc(CC)cc2)cc1 (centres undefined) | 4 | -6 | 12 | i | 4 | i | 5 | -1 | -8
Cn1nc(C(=O)N2CCN(S(=O)(=O)c3ccc(Cl)cc3)CC2)c2ccccc2c1=O | 4 | -1 | 24 | i | -2 | i | -1 | -2 | 2
COc1ccc(N(CC(=O)Nc2ccc(F)cc2F)S(=O)(=O)c2c(C)nn(C)c2C)cc1 | 3 | 7 | -12 | i | -6 | i | -8 | -4 | -3
O=S(=O)(Oc1ccc(C(=S)N2CCOCC2)cc1)c1ccc(Cl)cc1 | -1 | 1 | 3 | i | 2 | i | -10 | 18 | 1
COc1ccc(CNC(=O)C2CCCN(S(=O)(=O)c3cc(C)ccc3OC)C2)cc1 (centres undefined) | 4 | -2 | 0 | i | 1 | i | -2 | 0 | 5
COc1cccc(C(c2sc3ncnn3c2O)N2CCN(C(=O)c3ccco3)CC2)c1 (centres undefined) | -2 | -3 | -12 | i | 0 | i | -5 | -13 | 8
COc1cccc(C(=O)NCc2ccc3c(c2)OCO3)c1 | 1 | 0 | -3 | i | 0 | i | -11 | 0 | -8
CCCCNS(=O)(=O)CCNCc1ccco1 | 3 | -1 | -12 | i | 1 | i | -2 | -8 | 4
Cc1cc(NC(=O)c2cc(-c3ccc(OC(C)C)cc3)nc3ccccc23)no1 | 3 | 1 | 1 | i | -5 | · | 3 | 20 | 2
